# Assay outcomes (PubChem)
# FBA Mtb inh: Mtb fructose-bisphosphate aldolase inhibition; P9WQA3; purified M. tuberculosis FBA, fluorescence read-out; inhibition, % at 1 µM; actives 2.3% (n = 360,000); AID 588726; in the data active = inhibition above about 27%;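 note: 0% = vehicle and 100% = reference inhibitor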
# Target sequence (P9WQA3 whole entry, looked up): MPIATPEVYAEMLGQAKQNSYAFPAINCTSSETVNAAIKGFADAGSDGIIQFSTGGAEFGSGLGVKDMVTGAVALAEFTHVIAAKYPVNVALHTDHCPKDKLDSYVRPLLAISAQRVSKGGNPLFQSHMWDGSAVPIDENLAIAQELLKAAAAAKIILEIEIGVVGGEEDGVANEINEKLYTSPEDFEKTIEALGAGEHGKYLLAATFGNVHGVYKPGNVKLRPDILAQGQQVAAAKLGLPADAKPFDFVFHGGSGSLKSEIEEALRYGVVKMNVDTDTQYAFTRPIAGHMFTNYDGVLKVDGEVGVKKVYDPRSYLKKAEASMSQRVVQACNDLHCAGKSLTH
# BH1578 lux ind: induces V. cholerae light production without autoinducers | activation, % at 18.7 µM | actives 0.16% (n = 350,000) | V. cholerae BH1578 lux reporter, luminescence, 6 h; in the data active = activation mostly above about 9.7%, no sharp cut-off; note: not every result past the cut was called active; inactives centre near 0; reference of the scale not given here
# BioA inh: inhibitors of Mycobacterium tuberculosis BioA enzyme. actives 0.096% (n = 360,000). inhibition, % at 9.99 µM. purified M. tuberculosis BioA enzyme, plate reader; in the data active = inhibition above about 40%
# GDH-TPI counter: inhibits GDH-TPI coupling enzymes, artifact for Mtb FBA screen. AID 588335. GDH-TPI coupled enzyme counterscreen, NADH absorbance. actives 1.2% (n = 360,000). inhibition, % at 4.8 µM; in the data active = inhibition above about 30%;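 note: 0% = DMSO wells and 100% = wells lacking the enzyme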
# Mtb UGM inh: inhibitors of M. tuberculosis UDP-galactopyranose mutase | P9WIQ1 | purified UGM, fluorescence polarization probe displacement | inhibition, % at 10 µM | actives 0.06% (n = 320,000) | AID 504406; in the data active = inhibition above about 10%, passing the limit was not always enough
# Target sequence (P9WIQ1 whole entry, looked up): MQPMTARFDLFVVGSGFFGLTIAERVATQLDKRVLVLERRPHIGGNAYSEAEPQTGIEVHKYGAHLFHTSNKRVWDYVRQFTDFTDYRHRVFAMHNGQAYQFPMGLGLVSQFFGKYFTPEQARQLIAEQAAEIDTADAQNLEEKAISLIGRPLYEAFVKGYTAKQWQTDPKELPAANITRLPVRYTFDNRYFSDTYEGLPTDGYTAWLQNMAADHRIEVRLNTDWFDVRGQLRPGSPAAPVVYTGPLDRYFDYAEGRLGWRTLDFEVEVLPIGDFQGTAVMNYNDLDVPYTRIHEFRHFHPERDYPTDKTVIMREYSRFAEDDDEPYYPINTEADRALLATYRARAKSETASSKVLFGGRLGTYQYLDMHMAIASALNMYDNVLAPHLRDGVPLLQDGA
# Rv3671c inh: inhibitors of M. tuberculosis serine protease Rv3671c | P9WHR9 | inhibition, % at 5.96 µM | actives 0.048% (n = 320,000) | AID 2606; in the data active = inhibition above about 38%;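 note: extracellular domain of Rv3671c used as enzyme; 0% = enzyme with DMSO and 100% = no enzyme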
# SARS 3CLpro inh: SARS-CoV 3CLpro protease inhibition | recombinant SARS-CoV 3CLpro, quenched FRET peptide cleavage | P0C6X7 | actives 0.14% (n = 290,000) | inhibition, % at 6 µM; in the data active = inhibition above about 12%
# SSB-PriA inh: inhibitors of Klebsiella pneumoniae PriA binding to SSB C-terminal tail. AlphaScreen SSBct-PriA binding, biotinylated peptide. inhibition, % at 33 µM. actives 0.6% (n = 430,000). AID 1272365; in the data active = inhibition mostly above about 37%, no sharp cut-off; inactive = mostly below about 20%;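 note: plate controls were negative control peptide for no effect and reference peptide for full effect; strong numbers were not always called active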
# DUSP3 inh: inhibitors of human VHR1 phosphatase (DUSP3); inhibition, % at 13.3 µM; actives 0.52% (n = 290,000); AID 1654; recombinant VHR phosphatase, pNPP absorbance; in the data active = inhibition above about 50%; note: some compounds called inactive have numbers as strong as hits
# Target sequence (P51452 whole entry, looked up): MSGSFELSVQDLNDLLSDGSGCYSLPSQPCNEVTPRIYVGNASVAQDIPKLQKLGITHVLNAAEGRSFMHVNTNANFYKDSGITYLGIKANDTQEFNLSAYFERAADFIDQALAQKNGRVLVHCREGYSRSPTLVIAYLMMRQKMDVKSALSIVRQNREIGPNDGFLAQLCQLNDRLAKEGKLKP
# MazEF act: MazEF (E. coli) toxin RNase activation | activation, % at 20 µM | actives 0.32% (n = 350,000) | AID 504720 | P0AE70 | FAM/BHQ RNA-DNA oligo cleavage fluorescence, 5 h; in the data active = activation above about 50%
# Target sequence (P0AE70 whole entry, looked up): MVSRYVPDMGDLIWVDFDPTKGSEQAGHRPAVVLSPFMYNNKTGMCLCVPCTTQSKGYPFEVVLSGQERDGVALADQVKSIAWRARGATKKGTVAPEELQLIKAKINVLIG
# An asterisk follows results filed as active; i = inactive; . = no result given; & = joins results of further samples. A portion of the library. The share of hits here may be higher or lower than overall.
1: Cc1cc(C)nc(SCC(=O)OCC(=O)Nc2ccccc2)n1
2: Cc1ccc(S(=O)(=O)N2CCN(C(=O)c3n[nH]c(=O)c4ccccc34)CC2)cc1
3: CC(Oc1ccc(Br)cc1)C(=O)Nc1ccc(S(=O)(=O)NC2=NCCCCC2)cc1 (configuration not stated)
4: COc1ccc(NC(=O)COC(=O)C23CCC(=O)N2c2ccccc2S3)cc1 (configuration not stated)
5: COc1ccccc1NS(=O)(=O)c1cc(NC(=O)CCNC(C)=O)ccc1N1CCCCC1
6: CN(C(=O)CSc1nnc(-c2ccc(Cl)cc2)n1C)C1CCS(=O)(=O)C1 (configuration not stated)

screen / no.	1	2	3	4	5	6
FBA Mtb inh	0	6	6	-2	-1	2
BH1578 lux ind	-0.5	i	-0.3	-0.7	-2.4	i
BioA inh	0.0	-6.3	-1.1	0.3	.	7.6
GDH-TPI counter	-7	5	9	9	-3	6
Mtb UGM inh	0.4	-0.3	.	0.8	1.4	-0.3
Rv3671c inh	4	-5	.	3	-4	-1
SARS 3CLpro inh	0	4	.	4	.	.
SSB-PriA inh	-10	0	7	-10	-1	-2
DUSP3 inh	20	50	.	27	.	.
MazEF act	7	-15	3	6	-2	5

7: O=C(CNc1cccc(F)c1)N1CCc2ccccc2C1
8: COCCCN1CC23C=CC(O2)C(C(=O)OC)C3C1=O (configuration not stated)
9: Cc1ccc(C(=O)NCC(=O)NCCc2ccc(S(N)(=O)=O)cc2)s1
10: CCN(C(=O)CSc1nnc(-c2ccccc2Br)o1)C1CCS(=O)(=O)C1 (configuration not stated)
11: CCN(CC)c1ccc(/C=N/N2C(=O)c3ccccc3C2=O)cc1
12: CCC(C(=O)OC(C)C(=O)Nc1ccc(Cl)cn1)c1ccccc1 (configuration not stated)

screen / no.	7	8	9	10	11	12
FBA Mtb inh	-1	2	0	-3	2	-1
BH1578 lux ind	-0.3	2.3	i	-0.4	i	-0.3
BioA inh	6.0	-0.2	.	.	-0.4	-0.4
GDH-TPI counter	3	2	-2	2	24	4
Mtb UGM inh	-3.1	1.4	-1.5	1.3	1.4	-0.1
Rv3671c inh	-10	-7	2	-7	-14	-2
SARS 3CLpro inh	-5	-1	8	-5	-2	-3
SSB-PriA inh	-6	-9	-25	-8	.	-32
DUSP3 inh	18	.	22	18	-6	10
MazEF act	1	3	-3	-1	0	-12

13: CN(C)CCSc1nc(O)c(-c2ccccc2)c(=O)n1-c1ccccc1
14: COc1cccc(NC(=O)CN(C)C(=O)COc2ccccc2Cc2ccccc2)c1
15: CCC1(c2ccc(F)cc2)NC(=O)N(CC(=O)NCc2ccc(F)cc2)C1=O (configuration not stated)
16: O=c1sc2ccccc2c(=O)n1Cc1ccccc1F
17: CCC(=O)Nc1ccc(Cl)c(-c2nc3ncccc3o2)c1
18: COc1ccc2cc(CNCCOCCOCCNCc3ccc4cc(OC)ccc4c3)ccc2c1

screen / no.	13	14	15	16	17	18
FBA Mtb inh	4	-3	-1	-1	11	3
BH1578 lux ind	-0.5	i	i	i	-0.4	i
BioA inh	.	-0.7	.	.	2.5	.
GDH-TPI counter	6	11	3	-6	12	5
Mtb UGM inh	4.3	0.4	3.7	-1.0	1.0	.
Rv3671c inh	4	-14	-6	-9	-6	.
SARS 3CLpro inh	-2	.	1	-4	-4	.
SSB-PriA inh	-4	2	0	-11	-3	0
DUSP3 inh	17	.	.	12	6	.
MazEF act	-1	-2	2	13	5	38

19: O=C(O)[C@H](Cc1ccccc1)NC(=O)N1CCN(c2cccc(C(F)(F)F)c2)CC1
20: CC1CCCCC12NC(=O)N(CC(=O)c1ccc(Cl)s1)C2=O (configuration not stated)
21: CCN(CC)c1ccc(C=O)c(OC)c1
22: CCN1c2ccccc2-c2nc3ccccc3n2C1c1cccnc1 (configuration not stated)
23: O=C(CCN=C1NS(=O)(=O)c2ccccc21)OCC(=O)c1ccc(F)cc1
24: C[C@@H]1CN([C@@H](C)CO)C(=O)CCCn2cc(nn2)CO[C@H]1CN(C)C(=O)Oc1ccccc1

screen / no.	19	20	21	22	23	24
FBA Mtb inh	2	7	-3	68*	0	1
BH1578 lux ind	-0.3	-5.0	-1.0	i	-1.4	-0.4
BioA inh	1.0	-3.8	0.1	.	-0.6	-2.2&-0.6
GDH-TPI counter	3	2	16	10	6	7
Mtb UGM inh	1.8	0.1	0.9	-2.3	-3.2	.
Rv3671c inh	3	4	2	-5	1	.
SARS 3CLpro inh	3	1	0	-3	.	.
SSB-PriA inh	3	-4	2	-7	-2	.
DUSP3 inh	29	-23	25	10	.	.
MazEF act	-3	0	2	3	2	-1

25: CCc1ccc(CCC(=O)Nc2ccc(C)cc2C)o1
26: CC(=O)c1c(C)[nH]c(C(=O)CSc2nnc(N)s2)c1C
27: CCCCn1c(N)c(N(C)C(=O)c2cn(-c3ccccc3)nc2-c2ccccc2)c(=O)[nH]c1=O
28: O=C(Cn1nc(-c2ccco2)ccc1=O)Nc1cc(C(F)(F)F)ccc1Cl
29: CC(C)(C)c1ccc(OCCNCc2ccccc2)cc1
30: CC(=O)N(c1nc(/C=C\C(=O)O)cs1)c1ccccc1F

screen / no.	25	26	27	28	29	30
FBA Mtb inh	3	-4	0	15	-1	1
BH1578 lux ind	i	i	i	-0.3	0.7	-0.3
BioA inh	-0.6	.	0.5	0.1	-0.2	-1.1
GDH-TPI counter	-3	12	4	18	7	3
Mtb UGM inh	-4.9	-0.2	-0.7	0.6	0.0	1.5
Rv3671c inh	-3	6	5	-7	6	8
SARS 3CLpro inh	2	-2	.	-1	-2	0
SSB-PriA inh	-4	-7	-4	-2	2	-4
DUSP3 inh	10	5	.	2	14	9
MazEF act	-20	-6	-6	-5	-5	8

31: Cc1ccccc1N(C(=O)CCC(=O)Nc1ccccn1)C(C(=O)NC(C)C)c1ccc(F)cc1 (configuration not stated)
32: CCOC(=O)NCN1C(=O)C2C3C=CC(C3)C2C1=O (configuration not stated)
33: CC(/C=C/c1ccc(Cl)o1)=C\C(=O)O
34: CC(C)(O)C(=O)NNC(=S)NCc1ccco1
35: CC1(C)CC(NC(=O)c2ccccc2F)CC(C)(C)N1
36: O=C(O)C1=C[C@H](c2csc3ccccc23)C[C@H](OCc2ccc(CO)cc2)O1

screen / no.	31	32	33	34	35	36
FBA Mtb inh	2	-4	5	-3	-1	0
BH1578 lux ind	-0.3	-0.2	0.9	-0.3	-0.6	-0.6
BioA inh	-2.7	-1.4	.	.	0.0	2.6
GDH-TPI counter	1	-7	15	-4	9	6
Mtb UGM inh	-0.6	-2.0	2.4	-0.8	0.2	2.9
Rv3671c inh	3	-7	0	-1	-2	6
SARS 3CLpro inh	2	-2	-1	-3	-4	-4
SSB-PriA inh	-10	-12	0	3	-5	0
DUSP3 inh	28	7	10	9	16	14
MazEF act	-19	0	2	4	0	2

37: O=C1Nc2cc(C(=O)N3CCN(c4ccccc4F)CC3)ccc2NC1CSCc1ccccc1F (configuration not stated)
38: CCN(CC)C(=O)CSC(Nc1cccc(F)c1)=C(C#N)C#N
39: Cc1cccc(N2CCN(c3ccc4cc(S(=O)(=O)N5CCCCC5)ccc4n3)CC2C)c1 (configuration not stated)
40: CCOc1ccc(/C=N/OC(C)C(=O)NCc2ccc3c(c2)OCO3)cc1 (configuration not stated)
41: N#Cc1cc(-c2cccc(Cl)c2)c[nH]c1=O
42: COc1cccc(NC(=O)C(C)N2C(=O)c3ccccc3C2=O)c1 (configuration not stated)

screen / no.	37	38	39	40	41	42
FBA Mtb inh	.	-1	-2	3	46*	0
BH1578 lux ind	.	0.5	-0.3	i	-1.6	i
BioA inh	.	3.7	-0.3	.	.	0.6
GDH-TPI counter	.	-4	-11	6	15	-5
Mtb UGM inh	1.0	-2.2	3.2	0.8	1.0	1.3
Rv3671c inh	-52	-20	3	-10	3	-5
SARS 3CLpro inh	-4	-3	-8	-1	3	0
SSB-PriA inh	.	2	-9	.	-9	-4
DUSP3 inh	-31	17	20	-2	13	35
MazEF act	.	32	-8	-1	5	3

43: O=C(Nc1ncccc1O)c1ccc(Oc2ccccc2)cc1
44: COC(=O)C(O)(c1ccc(N(C)C(=O)c2cccs2)cc1)C(F)(F)F (configuration not stated)
45: COc1ccc(C(=O)C(OC(=O)c2ccccc2Cl)c2ccccc2)cc1 (configuration not stated)
46: [O-]/C(=C(\C(=S)NCc1ccco1)[n+]1ccccc1)c1ccccc1Br
47: Cc1cc(C)c(OCC(=O)N(C)CC(=O)Nc2ccc(N3CCOCC3)cc2)c(C)c1
48: CNc1ccc(/C=C/C(=O)c2ccc(C)cc2)cc1[N+](=O)[O-]

screen / no.	43	44	45	46	47	48
FBA Mtb inh	-5	3	0	-2	7	-4
BH1578 lux ind	-0.2	-0.2	-0.4	0.5	0.5	-0.8
BioA inh	1.4	.	.	-0.1	-5.0	.
GDH-TPI counter	-7	-4	7	14	-2	13
Mtb UGM inh	2.7	-1.1	-0.3	3.1	-0.8	0.8
Rv3671c inh	-11	2	-14	6	-5	-7
SARS 3CLpro inh	1	-1	5	-4	-4	-3
SSB-PriA inh	-5	4	-5	9	-2	3
DUSP3 inh	12	4	0	17	19	37
MazEF act	-2	6	3	2	-6	17

49: CCOc1cc(CNCCCN2CCOCC2)cc(Br)c1OCc1ccccc1Cl
50: Cc1ccc(S(=O)(=O)Nc2cccnc2)cc1C
51: Cc1cccc(N2CCN(C(=O)CNC(=O)C3CCCCC3)CC2)c1C
52: O=C(NCCc1c[nH]c2ccccc12)C(=O)NCC(c1ccco1)N1CCN(c2ccccc2F)CC1 (configuration not stated)
53: COc1ccc(Cc2[nH]n3c(=O)cc(C)nc3c2-c2ccccc2)cc1
54: CCC(C)(C)n1nnnc1C(c1ccc(OC)c(OC)c1)N1CCN(c2ccc(F)cc2)CC1 (configuration not stated)

screen / no.	49	50	51	52	53	54
FBA Mtb inh	1	1	6	-1	27*	0
BH1578 lux ind	-0.6	-0.7	i	-0.1	-0.5	i
BioA inh	3.0	3.7	0.0	-2.3	-0.6	0.2
GDH-TPI counter	2	-3	-2	3	0	0
Mtb UGM inh	1.9	1.2	.	-0.2	2.0	0.0
Rv3671c inh	6	2	.	-16	12	3
SARS 3CLpro inh	3	5	.	6	3	-8
SSB-PriA inh	5	-6	7	1&0	-3	4
DUSP3 inh	4	18	.	4	12	22
MazEF act	19	-5	-4	3	12	-4

55: COc1ccc(OC)c(-c2c[n+](=O)c3c(n2[O-])CCCC3)c1
56: Cc1ccc(C)c(/C=N/NC(=S)NC(C)C)c1
57: OC[C@@H]1CN(Cc2ccc3c(c2)OCO3)C[C@H](n2cnc3c(NCc4ccco4)ncnc32)O1
58: Cc1ccc2ncccc2c1NC(=S)NC(=O)c1ccccc1
59: O=C(CSc1nc2c(sc3ccccc32)c(=O)n1CCO)NCc1ccco1
60: COC(=O)CCC(=O)NNC(=O)c1cccc(Br)c1
61: COc1ccc(OC)c(NC(=O)CSc2nnc(C3CCCCC3)n2N)c1
62: CCCNC(=O)c1ccccc1NC(=O)COc1cccc2c1OC(C)(C)C2

screen / no.	55	56	57	58	59	60	61	62
FBA Mtb inh	-6	-3	1	1	1	-5	1	3
BH1578 lux ind	-7.1	7.0	-0.1	-1.4	-0.3	-1.2	i	i
BioA inh	.	.	-1.0	.	-0.7	-0.1	1.9	-0.7
GDH-TPI counter	21	14	10	10	5	13	0	-12
Mtb UGM inh	3.8	2.7	.	-1.5	-3.5	2.5	-1.7	.
Rv3671c inh	8	2	.	1	-4	-1	3	14
SARS 3CLpro inh	0	8	.	2	5	0	.	.
SSB-PriA inh	-19	.	.	8	-4	-10	-2	-7
DUSP3 inh	-7	0	.	2	37	-2	.	.
MazEF act	-2	8	.	4	2	7	5	5
